Bioassay records as filed in PubChem.
Pol beta inh: blocks human DNA polymerase beta activity | P06746 | Pol beta primer extension/strand displacement, fluorescence kinetic | Potency, µM (top dose mostly 114 µM), for the others: top-dose activity change, negative = inhibition, usual class: inhibitors | hit rate 1.3% among 340,000 | AID 485314; also: potency is read from the fitted curve at half-maximal effect; % is scaled to controls: 0 for no effect and ±100 for the full control effect
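Enzyme-only controls used 10 nM Pol beta; buffer lacking enzyme served as negative control. Compound preincubated 15 min, then 50 nM substrate added; 0 and 10 min reads at room temperature.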
POLI inh: DNA polymerase iota (human) inhibition | Pol iota fluorescent replication assay, 10 min | Potency, µM (top dose mostly 115 µM), for the others: top-dose activity, negative = inhibition, usual class: inhibitors | hit rate 1% among 390,000 | AID 588590; also: potency is read from the fitted curve at half-maximal effect
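Fluorescent replication assay read twice, at 0 min and 10 min after adding 50 nM (final) substrate. Enzyme (10 nM) and compounds were first incubated 15 min at room temperature; enzyme-free buffer wells were negative controls.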
Glioma ERSR ind: induces the endoplasmic reticulum stress response in human glioma cells. Potency, µM, for inactives: top-dose activation, usual class: activators. hit rate 0.02% among 420,000. U87-MG GRP78 promoter luciferase reporter, 16 h. AID 602332; also: potency is read from the fitted curve at half-maximal effect; series mostly up to about 76 µM; % of control where 0% means no effect; nearly all actives have a fitted effect of over 35% in size
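Stably transfected U87-MG glioma cells carrying a GRP78-based luciferase sensor; 16 h compound incubation. Luminescence end-point read 10 min after Bright-Glo addition at room temperature.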
BLM helicase inh: Bloom syndrome helicase (human) inhibition; P54132; Potency, µM (series often up to 56.1 µM), without a hit: top-dose activity change, negative = inhibition, most hits filed as inhibitors; recombinant BLM DNA unwinding, fluorescence dequenching; hit rate 0.2% among 350,000;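 also: potency is read from the fitted curve at half-maximal effect; plate controls were vehicle for no effect and no enzyme for full effect; nearly all actives have a fitted effect of over 35% in size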
Anesthetic bind: candidate novel general anesthetic via apoferritin binding; AID 485281; Potency, µM (titrated, usually from 77.5 µM), for the others: at the top dose activity change, negative = displacement, usual class: inhibitors; apoferritin/1-aminoanthracene competitive binding, fluorescence; P02791; hit rate 0.074% among 350,000; also: potency is read from the fitted curve at half-maximal effect; % is scaled to controls: 0 for no effect and ±100 for the full control effect; nearly all actives have a fitted effect of over 20% in size
Target sequence (P02791 2-175 limits assumed): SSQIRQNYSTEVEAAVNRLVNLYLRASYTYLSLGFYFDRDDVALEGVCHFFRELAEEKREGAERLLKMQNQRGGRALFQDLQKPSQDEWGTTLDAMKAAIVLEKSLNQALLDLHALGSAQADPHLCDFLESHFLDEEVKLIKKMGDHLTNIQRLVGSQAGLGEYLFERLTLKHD
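Steps: apoferritin (10 uM) was premixed with half-saturated 1-AMA in PBS, compounds were pin-transferred, plates stood 10 min at room temperature, fluorescence was read at 380/535 nm, and curves were fitted with a Hill equation.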
POLK inh: inhibitors of human DNA polymerase kappa. Q9UBT6. purified Pol kappa, fluorescent DNA synthesis assay, 10 min. Potency, µM (series often up to 107 µM), for the others: at the top dose activity, negative = inhibition, usual class: inhibitors. hit rate 0.53% among 400,000. AID 588579; also: potency is read from the fitted curve at half-maximal effect; % is scaled to controls: 0 for no effect and ±100 for the full control effect
Target sequence (Q9UBT6 whole entry, looked up): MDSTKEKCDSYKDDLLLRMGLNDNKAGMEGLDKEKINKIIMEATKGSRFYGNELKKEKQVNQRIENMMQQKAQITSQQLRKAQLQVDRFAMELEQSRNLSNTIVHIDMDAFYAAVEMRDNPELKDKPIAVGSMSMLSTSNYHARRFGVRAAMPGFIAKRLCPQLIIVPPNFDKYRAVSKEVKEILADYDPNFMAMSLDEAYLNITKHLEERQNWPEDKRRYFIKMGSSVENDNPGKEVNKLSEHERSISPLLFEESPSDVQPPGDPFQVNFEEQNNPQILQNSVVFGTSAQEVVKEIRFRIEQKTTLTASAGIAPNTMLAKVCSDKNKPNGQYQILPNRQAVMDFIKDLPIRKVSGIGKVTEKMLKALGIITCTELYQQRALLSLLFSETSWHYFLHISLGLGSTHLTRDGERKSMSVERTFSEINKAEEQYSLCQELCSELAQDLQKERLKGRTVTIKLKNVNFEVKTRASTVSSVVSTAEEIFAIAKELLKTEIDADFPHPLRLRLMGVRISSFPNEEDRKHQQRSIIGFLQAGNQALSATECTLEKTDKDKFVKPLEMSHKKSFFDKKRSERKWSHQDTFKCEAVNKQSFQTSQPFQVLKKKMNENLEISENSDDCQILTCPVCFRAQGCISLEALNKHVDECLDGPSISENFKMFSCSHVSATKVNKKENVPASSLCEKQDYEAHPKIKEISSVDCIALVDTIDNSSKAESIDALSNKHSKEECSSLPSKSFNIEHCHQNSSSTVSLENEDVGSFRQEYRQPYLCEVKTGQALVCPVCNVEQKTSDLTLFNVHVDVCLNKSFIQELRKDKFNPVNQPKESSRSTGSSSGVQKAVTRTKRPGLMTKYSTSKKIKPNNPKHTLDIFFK
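Enzyme at 10 nM met test compounds for 15 min at room temperature. Substrate addition (50 nM final) began the reaction, which was monitored by fluorescence at 0 and 10 min.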
APE1 inh: inhibitors of human APE1 endonuclease; P27695; recombinant APE1, TAMRA/BHQ-2 abasic DNA cleavage fluorescence; Potency, µM (series often up to 65.8 µM), for inactives: at the highest dose activity change, negative = inhibition, most hits filed as inhibitors; hit rate 0.35% among 350,000; AID 2517;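 also: potency is read from the fitted curve at half-maximal effect; plate controls were vehicle for no effect and reference inhibitor for full effect; nearly all actives have a fitted effect of over 55% in size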
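0.75 nM APE1 + cpd, 15 min RT; start w/ 50 nM TAMRA/BHQ-2 THF-abasic dsDNA; kinetic fluor 525/598 nm ×3 reads @60 s; Δ(read3−read1); normalized to DMSO and NSC13755 control wells.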
LDHA inh: LDHA (human) enzyme inhibition. purified LDHA, NADH/diaphorase-resazurin fluorescence; hits give low values. AID 1347041. hit rate 0.15% among 480,000. activity change, % (values are at about 110 or 230 µM); in the data active = activity change below about -30%; inconclusive = mostly about -25% to -30%;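 also: plate controls were DMSO wells for no effect and wells without enzyme for full effect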
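Human LDH5 (2 nM) was incubated with 0.06 mM NADH and 0.2 mM pyruvate for 5 min at room temperature in Tris pH 7.4. Remaining NADH was coupled through diaphorase/resazurin, and resorufin fluorescence was read at 0 and 20 min.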
Pol eta inh: blocks human DNA polymerase eta activity; Q9Y253; hit rate 1.2% among 390,000; Potency, µM (doses to about 114 µM), for inactives: at the highest dose activity change, negative = inhibition, hits mostly inhibitors; recombinant Pol eta, fluorescent DNA replication assay; also: potency is read from the fitted curve at half-maximal effect; % is scaled to controls: 0 for no effect and ±100 for the full control effect
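Fluorescent replication assay: 50 nM final substrate added after a 15 min room-temperature compound preincubation with 10 nM enzyme. Signal taken at 0 min and again at 10 min.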
The depositor's hits bear a star; ? = inconclusive; · = not tested or not shown; & = joins results of further samples; [ ] = another dose, or the depositor's remark. Unless noted, calls follow the shape of the dose curve; as a rule, active = well fitted curve in the direction sought with a large enough effect; inconclusive = small, poorly fitted or top-dose-only effect, or another doubt; inactive = no such curve, though single readings can be large; an effect the other way counts as inactive or inconclusive. A portion of the library. The share of hits here may be higher or lower than overall.

SMILES | Pol beta inh | POLI inh | Glioma ERSR ind | BLM helicase inh | Anesthetic bind | POLK inh | APE1 inh | LDHA inh | Pol eta inh
COc1cc(OC)cc(-c2nc3ccccc3c(=O)n2OC(=O)c2ccc(Br)cc2)c1 | -19% | 47%[activator] | 1% | 0% | -5% | -18% | 4% | 0 | -5%
O=C(NC1Cc2ccccc2C1)c1cc(COc2cccc(C(F)(F)F)c2)on1 | 11% | -10% | -5% | -3% | -12% | -7% | -12% | -3 | -7%
COCc1nnc(NC(=O)c2ccco2)s1 | 10% | 9% | 1% | 1% | -2% | -11% | 1% | 0 | -6%
CC(=O)NN(O)C1N(C)C(=O)N(Cc2ccccc2)C1(C)C (stereo unspecified) | · | 165%[activator] | -3% | · | · | 3% | · | -6 | -18%
CSCC[C@H](NS(=O)(=O)c1ccc(C)cc1)C(=O)N1CCC(C(=O)N[C@H](C(=O)O)c2ccccc2)CC1 | 1% | -20% | 3% | -1% | -10% | -43% | 11% | -6 | -18%
O=C(COc1ccccc1)NC1CCSC1=O (stereo unspecified) | -12% | 2% | -2% | 1% | -7% | -8% | -4% | -9 | 1%
CC(NC(=O)c1c(Cl)cnn1C)C1CCCO1 (stereo unspecified) | 1% | 0% | -2% | -2% | -5% | -8% | 1% | -5 | -7%
CC(NC(=O)c1ccccc1NC(=O)c1ccco1)C(=O)O (stereo unspecified) | 28% | 11% | -1% | -10% | -4% | -5% | 18% | -9 | -9%
Cc1c(Cl)cccc1NC(=O)CCCn1cnc([N+](=O)[O-])n1 | 1% | 44%[activator] | -1% | -1% | -8% | -21% | -1% | 1 | -14%
CCOC(=O)CC(=O)CSc1[nH]c(=O)cc(C)c1C#N | 8% | ? | 0% | -8% | -9% | -42% | ? | 3 | -15%
CCNC(=O)CC1C(=O)N(CC)C(=S)N1NC(=O)c1ccccc1 (stereo unspecified) | 18% | 10% | -5% | -10% | 3% | 9% | 11% | -8 | -19%
O=C(Cc1ccccc1)N/N=C/C=C/c1cccc([N+](=O)[O-])c1 | 8% | 5% | 2% | -1% | -20% | -18% | -3% | -2 | 8%
O=C(NCCN1CCOCC1)c1cccc(S(=O)(=O)N2CCCC2)c1 | 50% | 23% | -5% | 2% | 0% | -10% | 9% | -11 | -5%
c1cnc2c(C3NCCc4c3[nH]c3ccccc43)cccc2c1 (stereo unspecified) | -11% | -13% | -2% | 7% | -20% | 1% | 3% | -9 | -15%
O=C(O)c1ccccc1-c1ccccc1C(=O)NCc1cccnc1 | 25% | 78%[activator] | -5% | -2% | 1% | -1% | 3% | -5 | -8%
COc1ccc(/C=N/OCC(=O)N=Nc2c(O)[nH]c3ccc(Br)cc23)cc1 | -26% | 75%[activator] | -3% | -4% | -7% | -3% | -3% | -2 | -7%
CC(=O)N1CCN=C1SCc1cccc(C)c1 | -4% | -20% | -3% | -2% | -20% | 0% | 8% | -15 | 8%
CC(=O)Nc1ccc(NC(=O)CSCCc2ccccn2)cc1 | 1% | 24% | -3% | -3% | -10% | -8% | -2% | -9 | -20%
CCOc1ccc(C(F)(F)F)cc1NC(=O)c1ccc(OC)c([N+](=O)[O-])c1 | 0% | 18% | -2% | -4% | -14% | 0% | 0% | -15 | -17%
CCCCc1ccc(/C=C2\C(=O)ON=C2c2ccccc2)s1 | -1% | -3% | -1% | -8% | 4% | -17% | 4% | -9 | -22%
Cc1nn(-c2ccccc2)c2sc(C(=O)OCN3C(=O)c4ccccc4C3=O)cc12 | 16% | · | · | 0% | -8% | · | -3% | · | ·
CCn1c2c(c(=N)c3c1CCC3)CCCC2 | 3% | 58%[activator] | 3% | -8% | -8% | 0% | 1% | -4 | -20%
COc1ccc(C(=O)COC(=O)[C@@H](NS(=O)(=O)c2ccccc2)C(C)C)cc1 | · | 4% | -1% | · | · | -19% | 8% | 2 | -13%
O=C(CCN1C(=O)C2C3C=CC(C4CC34)C2C1=O)Oc1ccccc1 (stereo unspecified) | 2% | 13% | -2% | -1% | -16% | -11% | -10% | -5 | -9%
O=C(Nc1oc2ccccc2c(=O)c1-c1ccc(Br)cc1)c1ccco1 | -4% | 21% | -1% | -8% | -6% | 18% | 1% | 2 | -4%
COc1cc(CC(NC(C)=O)C(=O)NC2CCN(c3c(Cc4ccccc4)c(C)nc4ncnn34)CC2)cc(OC)c1 (stereo unspecified) | 26% | 9% | -3% | 6% | 2% | -9% | 13% | -6 | -9%
CCCCn1c(SCC(=O)NCc2ccc(C)cc2)nc2c(sc3ccccc32)c1=O | 2% | 20% | -2% | -1% | 2% | -6%[60.1 µM] | · | -3 | 4%
CCCn1c(SCC(=O)NCc2ccc(Cl)cc2)n[nH]c1=O | 2% | 125%[activator] | -5% | 1% | -9% | -13% | -2% | -6 | 3%
Cn1cc(S(=O)(=O)N2CCCCC2)cc1C(=O)Nc1cccc(C#N)c1 | 2% | 4% | -3% | 0% | 48%[activator] | 9%[60.1 µM] | · | -1 | -9%
CC(=O)NCCCc1nc2ccccc2n1Cc1ccccc1C | -13% | 4% | -5% | 2% | -5% | -9% | 3% | -6 | 7%
CC(=O)Nc1ccc(Oc2ccccc2)cc1 | -1% | -1% | 7% | -2% | -13% | -5% | 0% | -6 | -7%
O=C(NC1CCCCC1)C(c1cccs1)N(C(=O)Cc1c[nH]c2ccccc12)c1ccc(F)cc1 (stereo unspecified) | 1% | 4% | -2% | -11% | -19% | -10% | -5% | 0 | 11%
c1ccc(Oc2nc(-c3cccnc3)nc3ccccc23)cc1 | ? | 1% | -1% | -5% | -14% | -4% | 11% | 10&0 | -1%
COc1ccc(NC(=O)c2cnn(-c3ccc(C)cc3)c2-n2cccc2)cc1Cl | 0% | -8% | -5% | -10% | -14% | 1% | · | 1 | -5%
CC(=O)c1ccc(OC(=O)c2nc(-c3ccccc3)oc2C)cc1 | 50µM* | ? | -1% | -13% | -8% | -15% | 20% | -1 | ?
Cc1nc2c(cc1NC(=O)c1ccccc1)nc(C)n2Cc1ccccc1 | 6% | 5% | -3% | -5% | 3% | 1% | 22% | -4 | -13%
Cc1cc(C)c(NC(=O)c2cccc3c2C(=O)N(C2CCCCC2)C3)c(C)c1 | 28% | ? | -3% | -8% | -10% | -4% | -14% | -2 | -16%
CCOC(=O)[C@@H]1[C@H]2COc3cc(OC)ccc3[C@@H]2N2C(=O)N(c3ccccc3)C(=O)[C@@]12C | · | 15% | 1% | · | · | -13% | -6% | -11 | -7%
O=C(CSc1nnc(-c2ccncc2)o1)NCc1ccccc1Cl | 30% | 51%[activator] | 0% | 3% | -3% | 3% | 8% | -4 | -16%
COc1ccc(/C=C/c2noc(-c3ccccc3O)n2)cc1OC | 4% | -3% | 4% | -8% | 1% | -11% | · | 0 | 0%

Arranged by molecular weight (low to high): part of the list above
SMILES | Pol beta inh | POLI inh | Glioma ERSR ind | BLM helicase inh | Anesthetic bind | POLK inh | APE1 inh | LDHA inh | Pol eta inh
c1ccc(Oc2nc(-c3cccnc3)nc3ccccc23)cc1 | ? | 1% | -1% | -5% | -14% | -4% | 11% | 10&0 | -1%
CCCn1c(SCC(=O)NCc2ccc(Cl)cc2)n[nH]c1=O | 2% | 125%[activator] | -5% | 1% | -9% | -13% | -2% | -6 | 3%
COc1ccc(NC(=O)c2cnn(-c3ccc(C)cc3)c2-n2cccc2)cc1Cl | 0% | -8% | -5% | -10% | -14% | 1% | · | 1 | -5%
Cc1nn(-c2ccccc2)c2sc(C(=O)OCN3C(=O)c4ccccc4C3=O)cc12 | 16% | · | · | 0% | -8% | · | -3% | · | ·

Further entries follow:
SMILES | Pol beta inh | POLI inh | Glioma ERSR ind | BLM helicase inh | Anesthetic bind | POLK inh | APE1 inh | LDHA inh | Pol eta inh
CC(=O)Nc1ccc(S(=O)(=O)N2C3CCCC2CC(NC(=O)C2CCCCC2)C3)cc1 (stereo unspecified) | 15% | 12% | -9% | 0% | -8% | 8% | 4% | 1 | -13%
Nc1c(Br)cc(Br)c(N2CCCC2=O)c1Br | 38% | 18% | -4% | 0% | -18% | -6% | 2% | -3 | -15%
COc1cc(C)nc(-c2csc(C)n2)n1 | 2% | 9% | 0% | 4% | 4% | 1% | 1% | 0 | -12%
Nc1ccccc1OCP(=O)(c1ccccc1)c1ccccc1 | 27% | 58% | 1% | 0% | -4% | 5% | -4% | 4 | -18%
CCCS(=O)(=O)c1c(S(=O)(=O)CCC)c2c(N)cccn2c1C(=O)c1ccc(F)cc1 | 0% | ? | -4% | -19% | ? | -17% | -7% | 10 | 0%
O=C(COC(=O)c1ccccn1)NCc1ccccc1Cl | 5% | 22% | -2% | 3% | -4% | -15% | 0% | -5 | -10%
Cc1noc(C)c1S(=O)(=O)N1CCC(C(=O)N2CCN(C(=O)c3ccco3)CC2)CC1 | ? | 19% | -5% | 1% | -9% | -3% | 4% | -6 | -18%
CCN(CC)S(=O)(=O)c1ccc(N2CCN(S(=O)(=O)c3ccc4c(c3)OCCO4)CC2)nc1 | 8% | 7% | -4% | -3% | -21% | -18% | -2% | -3 | 1%
CC(=O)Nc1ccc(NC(C)=O)c(NC2OCC(O)C(O)C2O)c1 (stereo unspecified) | 7% | 28% | -3% | -2% | -3% | -6% | 3% | -4 | -19%
COc1ccccc1CNC(=O)C1CCCN(S(C)(=O)=O)C1 (stereo unspecified) | 44% | -13% | -3% | -3% | -8% | -1% | 13% | -5 | 0%
CC(C)c1ccc(CSc2ccc(S(=O)(=O)N3CCOCC3)cn2)cc1 | · | 23% | -3% | · | · | -3% | 37% | -7 | -10%
O=C(Cc1ccc(NC(=O)C2CCN(C(=O)c3ccccc3)CC2)cc1)Nc1ccc(C(=O)N2CCOCC2)cc1 | · | 14% | -3% | · | · | 11% | · | -6 | -17%
COc1ccc(-c2cn3c(C)c(C(=O)N4CCc5ccccc5C4)sc3n2)cc1 | ? | -27% | -3% | -10% | -8% | -19% | 4% | -9 | -13%
CCOC(=O)C1=C(COC(=O)C(C)(C)Oc2ccc(Cl)cc2)NC(=O)NC1C (stereo unspecified) | · | 1% | -4% | · | · | -13% | -2% | -3 | -9%
Cc1c(NC(=S)NC(=O)CCc2ccccc2)c(=O)n(-c2ccccc2)n1C | -18% | 87%[activator] | 1% | -7% | -15% | -1% | 2% | 1 | -18%
